Source: PubChem BioAssay
M1 ag parental: nonselective activator or artifact in parental CHO-K1 cells; Fluo-8 calcium fluorescence; scaled to maximal ATP response, vehicle zero; activation, % at 3 µM; 360,000 tested, 0.48% active; AID 602248; in the data active = activation above about 15%;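 also: untransfected CHO-K1 host cells lacking M1 receptor as counterscreen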
CHO parental Ca: counter-screen: ATP calcium response change in parental CHO cells; parental CHO-K1, ATP-induced calcium, Fluo-8 fluorescence; inhibition, % at 5.6 µM; 330,000 tested, 0.63% active; AID 463079;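 active = inhibition above that plate's mean sample inhibition plus 3 SD, cut at about 26% in these data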;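 also: 0% = ATP-challenged DMSO wells and 100% = DMSO wells without ATP; some compounds past the cut are filed as inactive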
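Test system: untransfected parental CHO cell line; also added: ATP stimulus; dosing: 5.6 µM, single dose; signal: calcium-sensitive Fluo-8 fluorescence; measure: percent inhibition of ATP-evoked calcium rise, normalized to controls; benchmarks: low control ATP plus DMSO, high control DMSO only; replication: one well per compound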
CHO-K1 Ca PAM: counter-screen for M1 PAMs: effect in parental CHO-K1 cells | 360,000 tested, 0.02% active | activation, % at 3 µM | ATP EC20, Fluo-8 calcium fluorescence; 0% at ATP EC20, 100% at ATP max;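 active = activation above the run cutoff, the mean activation of all test compounds plus 3 SD, cut at about 40% in these data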;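 also: peak over basal fluorescence ratio in a 140 s read after ATP addition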
GPR7 antag: blocks human GPR7 receptor signaling | P48145 | GPR7-expressing cells, fluorescence antagonist assay | inhibition, % at 4.4 µM | 290,000 tested, 1.1% active | AID 1861; in the data active = inhibition above about 16%, passing the limit was not always enough;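 also: cells stimulated with the agonist NPW; 0% = agonist with vehicle and 100% = vehicle without agonist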
Target sequence (P48145 whole entry, looked up): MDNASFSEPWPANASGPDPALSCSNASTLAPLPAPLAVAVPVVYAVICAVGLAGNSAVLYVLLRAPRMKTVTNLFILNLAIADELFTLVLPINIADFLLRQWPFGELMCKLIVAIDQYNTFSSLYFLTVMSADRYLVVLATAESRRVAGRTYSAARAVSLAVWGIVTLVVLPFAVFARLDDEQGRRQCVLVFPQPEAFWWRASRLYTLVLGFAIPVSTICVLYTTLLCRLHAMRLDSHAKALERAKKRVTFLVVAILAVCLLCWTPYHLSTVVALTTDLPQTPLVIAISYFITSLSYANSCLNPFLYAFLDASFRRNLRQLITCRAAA
TAAR1 antag: human TAAR1 antagonism; 360,000 tested, 1.5% active; Q96RJ0; AID 624466; inhibition, % at 3 µM; CHO RD-HGA16 TAAR1, Fluo-8 calcium fluorescence, antagonist;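 active = inhibition above a per-plate cutoff, the mean inhibition of test compounds on that plate plus 3 SD, cut at about 49% in these data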;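 also: 0% = DMSO plus EC80 beta-PEA response and 100% = DMSO alone without agonist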
Target sequence (Q96RJ0 whole entry, looked up): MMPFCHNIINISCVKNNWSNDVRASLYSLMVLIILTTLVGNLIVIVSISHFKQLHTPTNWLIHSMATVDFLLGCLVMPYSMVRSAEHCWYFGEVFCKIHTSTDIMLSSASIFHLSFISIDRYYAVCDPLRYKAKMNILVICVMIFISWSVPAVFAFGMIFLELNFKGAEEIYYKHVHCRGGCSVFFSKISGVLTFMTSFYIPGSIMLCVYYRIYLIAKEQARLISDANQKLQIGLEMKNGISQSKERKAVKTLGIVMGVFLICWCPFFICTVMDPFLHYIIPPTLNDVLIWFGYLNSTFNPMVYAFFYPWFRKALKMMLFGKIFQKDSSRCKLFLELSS
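Test system: CHO RD-HGA16 cells bearing hTAAR1 | Reagent: β-PEA, EC80 | Compound dosing: 3 µM, single point | Schedule: Dye loading 75 min at 37 °C, then 30 min room temperature | Signal: Calcium fluorescence with Fluo-8 | Evaluation: Percent inhibition of PEA-evoked calcium signal, max/basal emission ratio | Control set: DMSO-only wells and EC80 β-PEA-stimulated wells | Repeats: Singlicate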
CHO-K1 Ca antag: nonselective inhibitor or artifact in parental CHO-K1 cells; ATP-induced calcium, Fluo-8 fluorescence; inhibition, % at 3 µM; 360,000 tested, 0.6% active; AID 602250;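 active = inhibition above a per-plate cutoff, the plate's mean sample inhibition plus 3 SD, cut at about 24% in these data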;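 also: 0% = DMSO plus EC80 ATP and 100% = DMSO alone without ATP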
V1R ag counter: activates human V1a receptor in oxytocin agonist counter-screen; CHO-V1R cells, Fluo-8 calcium fluorescence, agonist mode; 0% DMSO, 100% 3 nM vasopressin; activation, % at 3 µM; 320,000 tested, 0.25% active; AID 2797;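 active = activation above the mean activation of all tested compounds plus 3 SD, per screening run, cut at about 20% in these data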;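 also: signal is peak over basal fluorescence ratio across a 100 second FLIPR read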
Target sequence (P37288 whole entry, looked up): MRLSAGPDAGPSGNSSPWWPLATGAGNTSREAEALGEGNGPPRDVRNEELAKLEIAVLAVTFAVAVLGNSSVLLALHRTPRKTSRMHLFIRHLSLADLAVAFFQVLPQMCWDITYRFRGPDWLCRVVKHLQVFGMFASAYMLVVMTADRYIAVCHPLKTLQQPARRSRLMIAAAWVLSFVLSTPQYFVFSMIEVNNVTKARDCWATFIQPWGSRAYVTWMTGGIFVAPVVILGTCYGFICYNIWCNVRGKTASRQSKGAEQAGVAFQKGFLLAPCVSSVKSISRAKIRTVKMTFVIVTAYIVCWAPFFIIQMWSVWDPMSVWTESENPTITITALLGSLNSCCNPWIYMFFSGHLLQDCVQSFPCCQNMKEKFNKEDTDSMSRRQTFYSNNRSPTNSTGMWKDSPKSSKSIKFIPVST
OXTR agonist: human OXTR agonism. CHO-OTR cells, Fluo-8 calcium fluorescence; normalized: DMSO 0%, oxytocin 100%. activation, % at 3 µM. 320,000 tested, 0.32% active. P30559;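 active = activation above the mean of all tested compounds plus 3 SD, cutoff set per screening run, cut at about 20% in these data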;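 also: peak over basal fluorescence ratio from a 100 s FLIPR kinetic read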
OXTR potentiate: potentiators of human oxytocin receptor; activation, % at 3 µM; 320,000 tested, 0.061% active; CHO-OTR cells, Fluo-8 calcium fluorescence, potentiator mode; 0% = oxytocin EC15, 100% = EC100; AID 2445;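 active = activation above that plate's cutoff, the mean activation of tested compounds plus 3 SD, cut at about 6.6% in these data, passing the limit was not always enough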;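 also: 100% uses oxytocin at 75 nM as the full agonist control; some results filed as inactive read as strong as hits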
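test system = CHO-OTR cells, human receptor | compound = single-point 3.0 µM | schedule = 6 min compound pre-incubation at room temperature, 100 s kinetic read | signal = Fluo-8 no-wash calcium dye fluorescence, excitation 470-495 nm, emission 515-575 nm | repeats = single well per compound, singlicate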
Starred values were filed as active, the others as inactive; . = not tested or not shown. No enrichment for hits; about 3.5% have a hit in one of these screens.

Start of the data: the first 2 records as a preview:
SMILES | M1 ag parental | CHO parental Ca | CHO-K1 Ca PAM | GPR7 antag | TAAR1 antag | CHO-K1 Ca antag | V1R ag counter | OXTR agonist | OXTR potentiate
CCN(CC)CCNC(=O)c1ccc(NC(=O)Nc2cccc3ccccc23)cc1 | 0.7 | -12 | 1 | 19 | 6 | -10 | 0.8 | -0.8 | -6
Cn1c(NC(=O)c2ccc(Br)o2)cc(=O)n(C)c1=O | 1.3 | -8 | 23 | -8 | 18 | -16 | 1.1 | 0.4 | -3

The listing, from the start:
SMILES | M1 ag parental | CHO parental Ca | CHO-K1 Ca PAM | GPR7 antag | TAAR1 antag | CHO-K1 Ca antag | V1R ag counter | OXTR agonist | OXTR potentiate
CCN(CC)CCNC(=O)c1ccc(NC(=O)Nc2cccc3ccccc23)cc1 | 0.7 | -12 | 1 | 19 | 6 | -10 | 0.8 | -0.8 | -6
Cn1c(NC(=O)c2ccc(Br)o2)cc(=O)n(C)c1=O | 1.3 | -8 | 23 | -8 | 18 | -16 | 1.1 | 0.4 | -3
CCCCc1ccc(NC(=S)NCc2cccs2)cc1 | 1.7 | 7 | 5 | 5 | 19 | 7 | -0.6 | 1.1 | -7
Cc1ccc(NC(=O)c2cc(S(=O)(=O)c3ccccc3)ccc2Cl)cc1 | 1.3 | 1 | 6 | -5 | -10 | 9 | 0.6 | -1.4 | -7
CCOC(=O)Cc1csc(NC(=O)C2CCCN(S(=O)(=O)c3cnc[nH]3)C2)n1 (stereo unspecified) | 1.3 | 1 | 27 | 7 | -6 | -10 | 0.1 | 1.3 | -4
CC(C)COC(=O)c1ccccc1N1C(=O)C2C3CCC(C3)C2C1=O (stereo unspecified) | 0.5 | -1 | 20 | -13 | -8 | -1 | 0.1 | -2.3 | -1
CC(C)c1ccc(S(=O)(=O)N(C)C2(C)CCS(=O)(=O)C2)cc1 (stereo unspecified) | 1.6 | -4 | 5 | . | -5 | -6 | 5.0 | -0.4 | -6
O=C(CCNC(=O)c1ccccc1)NN=Cc1ccc(Br)o1 | 0.4 | -10 | 10 | . | -8 | -12 | -0.5 | -0.5 | -5
CCn1c(Cc2ccccc2)nnc1SCC(=O)Nc1ccccc1O | 0.0 | -6 | -4 | -6 | 22 | 8 | 1.0 | 0.2 | -7
Cc1nn2c(N)csc2nc1=O | . | -5 | . | -9 | . | . | 0.6 | 0.9 | 1
Cc1ccc(S(=O)(=O)Nc2cc(=O)[nH]c(SCc3ccc(Cl)cc3)n2)cc1 | 1.4 | -9 | 14 | -10 | 0 | -10 | 0.8 | -0.1 | -5
Cn1c(=O)c(C(=O)c2ccccc2)nc2ccccc21 | -0.1 | -14 | 7 | 3 | 10 | -10 | -0.9 | -0.8 | -10
CC(Nc1nc(-c2ccc(F)cc2)cs1)c1nc2cc(Cl)c(Cl)cc2n1CCOCCO (stereo unspecified) | 1.1 | -31 | 22 | . | 6 | -14 | 1.2 | 1.2 | -5
Cc1ncc(N=Nc2ccc(F)cc2)c(-c2ccc(Cl)cc2)n1 | 0.8 | -13 | 17 | -7 | -8 | -8 | 0.2 | 0.3 | -4
Cn1ncc(-c2ccno2)c1C(=O)O | -0.3 | -10 | 3 | -21 | 6 | -7 | 0.3 | 0.6 | 1
Cc1ccc(/C(O)=C2/C(=O)C(=O)N(Cc3ccco3)C2c2cccs2)cc1 (stereo unspecified) | 0.2 | -8 | 20 | -6 | . | -9 | 0.1 | -0.3 | -2
Cc1ccc(CN2C(=O)CCC2C(=O)NCc2cccnc2)cc1 (stereo unspecified) | -0.1 | -4 | 5 | -1 | 3 | -9 | 1.1 | 1.2 | -3
O=C(Nc1ccc(F)cc1)c1nc2c(nnn2Cc2cccc3ccccc23)c(=O)[nH]1 | -0.1 | -16 | -6 | -13 | -41 | -10 | -1.1 | -2.1 | -1
COc1ccc(OC)c(NC(=O)CN(Cc2ccc(F)cc2)C2CCCCC2)c1 | 3.1 | 45* | 0 | 4 | -2 | -6 | 1.6 | -0.4 | -6
O=C(NCc1cc(C(F)(F)F)ccc1F)C1CCC(=O)N(C2CCCCCC2)C1 (stereo unspecified) | 6.5 | -21 | 18 | 10 | -3 | -9 | 4.1 | -0.3 | -8
COc1ccc(NC(=O)N2CCCC(C(=O)NC(C)C)C2)cc1 (stereo unspecified) | 0.3 | 16 | 17 | -7 | -26 | -12 | 1.0 | 0.7 | 1
Clc1ccc2nc(-c3ccccc3)cn2c1 | 2.9 | 9 | 6 | 6 | 2 | 1 | -1.1 | -2.1 | -3
CCCN(Cc1nnc(-c2cccs2)o1)C(=O)CN1C(=O)NC2(CCCCC2)C1=O | -0.2 | . | 8 | . | -23 | 1 | . | . | .
COc1ccccc1C(=O)NCCC(=O)Nc1ccc(S(=O)(=O)N2CC(C)CC(C)C2)cc1 (stereo unspecified) | 2.6 | -19 | 26 | . | -22 | -24 | -0.4 | -0.1 | -3
Cc1cccc(/C=N/Nc2nncc3ccccc23)c1 | 1.8 | -2 | 16 | -10 | 5 | -20 | -0.6 | -1.4 | -2
CCOc1ccc(Oc2ccccc2NS(=O)(=O)c2ccc(CCC(=O)O)cc2)cc1 | 7.8 | -13 | -9 | . | 6 | -17 | 6.9 | 13 | -4
O=C(CC(=O)N/N=C/c1c(F)cccc1Cl)NCCc1ccccc1 | 1.1 | 2 | -1 | -22 | 2 | -1 | 4.4 | 4.0 | -9
O=C(O)c1ccccc1C(=O)c1ccc2c(c1)CCC2 | -0.4 | -1 | -8 | 0 | -24 | 8 | 2.4 | 0.3 | -7
CCOC(=O)c1cc(C)[nH]c(=S)c1C#N | 0.0 | -14 | 18 | -17 | -1 | -8 | -0.2 | -0.8 | -3
O=C(NNc1nc(-c2ccccc2)c2cc(Br)ccc2n1)c1ccc(S(=O)(=O)N2CCOCC2)cc1 | 0.4 | -7 | -8 | -1 | -15 | 7 | -0.5 | -1.0 | -8
FC(F)(F)c1cc(-c2cccs2)nc2nc(N3CCOCC3)sc12 | -0.4 | -19 | 12 | -13 | -2 | -2 | -1.5 | -3.0 | -4
COc1cc(NC(=O)C2CC(=O)N(CCc3ccccc3)C2)cc(OC)c1 (stereo unspecified) | 0.0 | -14 | -24 | . | -26 | 4 | -0.9 | -0.4 | -5
COCC(C)n1c(C)cc(C(=O)CSc2nnc(-c3ccco3)o2)c1C (stereo unspecified) | 2.6 | -9 | 16 | . | 1 | -15 | 3.6 | 4.6 | -4
O=C(N/N=C/c1ccc2c(c1)OCO2)C(=O)Nc1cccc(Cl)c1 | 2.4 | -6 | 9 | -4 | -13 | -13 | 0.8 | 2.1 | -4
COc1ccc(N2CCN(C(=O)CNC(=O)Cn3c(C)cc4ccccc4c3=O)CC2)cc1 | -0.6 | -6 | 13 | 4 | 9 | -10 | 0.6 | -0.8 | -5
O=C(NC1CCCCCCC1)c1c(O)c2ccccc2[nH]c1=O | 0.6 | 2 | 18 | -1 | -28 | -24 | 1.1 | -0.3 | 5
C=CCn1c(C)cc(C(=O)Cn2c(C(C)O)nc3ccccc32)c1C (stereo unspecified) | 1.5 | -17 | -2 | -8 | -2 | -9 | 0.0 | -0.1 | -7
CCOc1ccc(S(=O)(=O)Nc2ccc(S(=O)(=O)N3CCOCC3)cc2)cc1 | 2.1 | -16 | 21 | 4 | 8 | -14 | 6.6 | 4.5 | -13
O=c1c2ccccc2nc2n1C(CSc1ccccc1)CS2 (stereo unspecified) | 1.0 | -14 | 25 | -2 | 13 | -14 | -0.2 | 0.6 | 3
CN(C)c1ccc(CC(=O)N2CCCCC2c2cc(C(=O)Nc3cccc4c3CCCC4)no2)cc1 (stereo unspecified) | -0.4 | . | -18 | . | 11 | 22 | . | . | .
COc1ccc2c(c1)cc(C(O)c1ccccn1)n2S(=O)(=O)c1ccccc1 (stereo unspecified) | 0.4 | -27 | -5 | -2 | -14 | 0 | 2.5 | 0.7 | -7
Cc1cc(C)n(-c2ccc(C(=O)Nc3cc(S(=O)(=O)N(C)C)ccc3Cl)cc2)n1 | 7.3 | -15 | 16 | -9 | 13 | -9 | 5.5 | 5.2 | -10
C/C=C/C(=O)OCC(=O)Nc1ccc(C)c(S(=O)(=O)N(C)C)c1 | -0.7 | -15 | -7 | -11 | 12 | 3 | 0.4 | 0.0 | 3
NC(=O)c1ccsc1NC(=O)COC(=O)CCCOc1ccccc1 | 14 | . | -3 | . | 25 | 17 | . | . | .
COc1ccccc1C1C(C(N)=O)=C(C)Nc2nc(-c3ccc(Cl)cc3)nn21 (stereo unspecified) | -0.4 | -12 | 5 | -2 | -4 | 4 | 0.0 | -0.4 | -4
C=C(C)Cn1c2ccc(NC(=O)NCC)cc2c(=O)n1C | 0.0 | . | 3 | . | 5 | -7 | . | . | .
Cc1ccc(NC(=O)CN(C)C(=O)C2COc3ccccc3O2)cc1 (stereo unspecified) | 0.1 | -9 | 10 | -4 | 5 | -17 | 0.4 | -0.4 | 4
Cc1cc(C)c2c(C)c(C(=O)Nc3c(C)n(C)n(-c4ccccc4)c3=O)oc2c1 | -0.5 | -10 | 23 | 3 | 2 | -15 | -0.6 | -2.4 | -4
CC(C)CC(=O)Nc1ccccc1-c1nnn(CC(=O)N2CCOCC2)n1 | 0.1 | -12 | 10 | -9 | -2 | 3 | -1.1 | 0.3 | -1
CC(=O)N/N=C/C1=CCC2CC1C2(C)C (stereo unspecified) | -0.2 | -4 | 14 | -9 | 10 | -15 | 0.4 | -0.5 | -18
Cc1ccc(-c2csc(NC(=O)c3ccc(-c4ccccc4)cc3)n2)o1 | -0.1 | 6 | -3 | -2 | . | -4 | 0.9 | -0.7 | -6
CC(=O)Nc1ccc(C(=O)N/N=C/c2ccncc2)cc1 | -0.4 | -8 | -15 | -16 | -1 | 9 | -0.2 | -0.5 | -4
O=C(NCc1ccco1)/C(=C\c1ccc(F)cc1)NC(=O)c1ccco1 | 0.3 | 3 | 16 | 29* | -25 | -13 | -0.7 | 1.2 | -10
Cc1cccc(C(=O)NNC(=O)C(=O)NC(C)(C)C)c1 | 0.2 | -5 | 6 | 5 | 4 | 2 | -0.2 | -0.1 | -4
CC(NC(=O)/C(C#N)=C/c1ccc([N+](=O)[O-])o1)c1ccccc1 (stereo unspecified) | -0.1 | 13 | -7 | 15 | 21 | -8 | 2.5 | 0.1 | -2
CCCN(CCC)CCCNC(=O)CN1C(=O)CSc2ccc(S(=O)(=O)N3CCOCC3)cc21 | 0.3 | 7 | 7 | 2 | -7 | -14 | -0.1 | 0.4 | -3
